High-throughput results (PubChem)
APOBEC3A inh = human APOBEC3A DNA deaminase inhibition; recombinant A3A, FAM/TAMRA ssDNA deamination fluorescence; inhibition, % at 20 µM; 330,000 compounds, 0.41% hits;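 active = at least 40% inhibition at 20 µM here, with at most 30% in a related deaminase screen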;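 note: plate controls were A3A with DMSO for no effect and wells lacking A3A enzyme for full effect; some results filed as inactive read as strong as hits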
Target sequence (P31941 whole entry, looked up): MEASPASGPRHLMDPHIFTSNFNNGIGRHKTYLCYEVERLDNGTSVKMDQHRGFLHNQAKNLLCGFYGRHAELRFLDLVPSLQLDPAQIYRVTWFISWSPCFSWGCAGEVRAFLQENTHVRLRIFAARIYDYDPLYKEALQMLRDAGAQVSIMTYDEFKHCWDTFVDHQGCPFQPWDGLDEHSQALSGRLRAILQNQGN
APOBEC3G inh = inhibitors of human APOBEC3G DNA deaminase; recombinant A3G, ssDNA deamination FAM/TAMRA fluorescence; inhibition, % at 20 µM; Q9HC16; AID 493012; 330,000 compounds, 0.28% hits;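 active = inhibition of at least 40% at 20 µM, with no more than 30% in the related APOBEC3A deaminase screen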;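 note: plate controls were DMSO wells with A3G for no effect and wells lacking A3G enzyme for full effect; some compounds called inactive have numbers as strong as hits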
Target sequence (Q9HC16 whole entry, looked up): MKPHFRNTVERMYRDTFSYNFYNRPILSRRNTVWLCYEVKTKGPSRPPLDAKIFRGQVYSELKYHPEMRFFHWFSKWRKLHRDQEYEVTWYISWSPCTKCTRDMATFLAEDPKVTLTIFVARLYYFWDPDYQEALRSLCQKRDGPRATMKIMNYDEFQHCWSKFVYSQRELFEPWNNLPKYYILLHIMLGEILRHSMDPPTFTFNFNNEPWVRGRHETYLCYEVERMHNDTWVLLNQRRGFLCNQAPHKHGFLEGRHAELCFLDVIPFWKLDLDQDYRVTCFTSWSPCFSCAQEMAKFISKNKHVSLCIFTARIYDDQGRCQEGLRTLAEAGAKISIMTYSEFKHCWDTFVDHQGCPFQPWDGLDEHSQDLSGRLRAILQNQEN
mIAP inh = blocks mouse intestinal alkaline phosphatase; 330,000 compounds, 0.2% hits; purified mouse IAP, CDP-Star luminescence, 30 min; inhibition, % at 10 µM; AID 2806;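 active = inhibition of at least 40% at 10 µM in the primary screen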;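 note: plate controls were DMSO with enzyme for no effect and no enzyme wells for full effect; values of inactives mirror those of a sister screen read the other way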
hIAP act = human IAP activation | P09923 | purified human IAP, CDP-Star luminescence, 30 min; hits give high values; 1 = vehicle-only enzyme, 0 = enzyme-free background | activation factor at 10 µM | 330,000 compounds, 0.16% hits | AID 2524;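 active = activation factor of the enzyme at least 2-fold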; note: the source names both 10 and 20 µM as test concentration; values of inactives mirror those of a sister screen read the other way
SENP1 inh = blocks the human SENP1 SUMO protease catalytic domain | 360,000 compounds, 0.21% hits | recombinant SENP1 catalytic domain, CyPet-SUMO1-YPet FRET cleavage | inhibition, % at 10 µM | AID 624204;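 active = inhibition at least 30% at 10 µM, raw YFP signal under a set limit, fluorescence ratio 0.5 to 1.5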;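 note: 0% = enzyme with DMSO and 100% = no enzyme wells; some results filed as inactive read as strong as hits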
Target sequence (Q9P0U3 419-644 limits assumed): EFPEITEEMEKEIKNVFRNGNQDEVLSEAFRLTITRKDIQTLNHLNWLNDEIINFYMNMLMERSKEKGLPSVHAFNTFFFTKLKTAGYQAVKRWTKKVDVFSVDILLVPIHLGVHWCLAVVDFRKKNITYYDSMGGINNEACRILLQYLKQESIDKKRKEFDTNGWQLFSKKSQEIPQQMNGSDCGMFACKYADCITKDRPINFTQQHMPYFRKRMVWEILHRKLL
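Material: hSENP1 catalytic domain, recombinant; medium: Tris pH 8 with BME, BSA, NP40 and catalase; compound: single concentration of 10 µM compound, 0.5% DMSO final; technique: FRET read of cyan and yellow fluorescence; timing: 50 min enzyme reaction, room temperature, light-protected; reagent: SFCypet-SUMO1-SFYpet substrate at 25 nM; control set: no-enzyme low, enzyme-DMSO high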
NALP3 yeast inh = inhibitors of NALP3 inflammasome in yeast; inhibition, % at 10 µM; Yeast reconstituted NLRP3/ASC/caspase-1, beta-gal luminescence, 24 h; 330,000 compounds, 0.39% hits;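 active = inhibition of 50% or more; inactive = inhibition below 50%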;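 note: plate controls were induced DMSO wells for no effect and uninduced yeast grown without galactose for full effect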
beta cell repl = inducers of beta-cell replication in MIN6 cells; MIN6 cells proliferation, ATPlite luminescence, 48 h; cells starved in 0.2% serum; 100% = growth in 10% serum; 330,000 compounds, 0.29% hits; proliferation, % at 10 µM; AID 2380;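 active = compounds whose signal lies at least 3.5 SD above the mean of all wells on their plate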;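 note: 0% = DMSO-treated cells in low-serum medium and 100% = 10% serum control; some compounds called inactive have numbers as strong as hits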
mIAP activ = mouse IAP activation | muIAP, CDP-Star luminescence, 30 min; hits give high values; 1 = vehicle-only enzyme signal, 0 = enzyme-free wells | activation factor at 10 µM | 330,000 compounds, 0.24% hits;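 active = activation factor of at least 2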; note: the source names both 10 and 20 µM as test concentration; values of inactives mirror those of a sister screen read the other way
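System: mouse IAP enzyme. Reagent: CDP-Star chemiluminescent phosphatase substrate. Benchmarks: DMSO wells, no-enzyme wells. Times: 30 min enzyme-substrate-compound incubation at room temperature. Detection: luminescence from enzymatic CDP-Star hydrolysis. Doses: test compounds delivered from DMSO solution.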
hIAP block = blocks human intestinal alkaline phosphatase | 330,000 compounds, 0.12% hits | purified IAP, CDP-Star luminescence, 30 min | AID 2544 | inhibition, % at 10 µM | P09923;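 active = inhibition reaching a set limit with compound at 10 µM in the primary screen, cut at about 35% in these data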;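 note: plate controls were DMSO wells with enzyme for no effect and no-enzyme buffer wells for full effect; values of inactives mirror those of a sister screen read the other way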
An asterisk follows results filed as active. Some of the compounds tested. The share of hits here may be higher or lower than overall.

Structure	APOBEC3A inh	APOBEC3G inh	mIAP inh	hIAP act	SENP1 inh	NALP3 yeast inh	beta cell repl	mIAP activ	hIAP block
Cc1ccc(NS(=O)(=O)c2ccc(CCC(=O)NCCCOC(C)C)cc2)cc1	-2	2	-1	0.94	1	11	-1	1	6
O=C1N(Cc2cccnc2)C[C@@H]2C[C@@H](c3ccc4nsnc4c3)N3CCC[C@@]123	-4	-5	8	0.88	2	-4	2	0.92	12
Cc1ccccc1-n1nc2c(c1NC(=O)c1ccc(S(=O)(=O)N(C)C)cc1)CSC2	3	17	46*	0.99	0	2	-3	0.55	1
CC1CC(=O)Nc2ccccc2N1S(=O)(=O)c1ccccc1 (configuration not stated)	5	0	5	1	1	0	-4	0.95	-1
COc1ccc(C(NC(=O)N2CC(C)OC(C)C2)C(Cl)(Cl)Cl)cc1F (configuration not stated)	-3	-3	-3	0.83	0	7	0	1	17
O=S(=O)(c1ccccc1)c1nc(Nc2ccccc2N2CCOCC2)sc1Cl	-3	-7	6	0.91	3	10	-4	0.94	9
CCOC(=O)N1CCN(C(=O)Cc2ccccc2OC)CC1	-4	-6	-8	0.91	-1	23	1	1.1	9
CC(=O)Nc1cccc(/C(C)=N/NC(=O)c2ccc(CN3CCOCC3)cc2)c1	4	-1	-2	0.92	1	12	-1	1	8
O=S(=O)(NC1CCCC1)c1ccc(S(=O)(=O)N2CCN(c3ccccc3)CC2)cc1	-5	-9	-2	1.2	3	15	0	1	-18
COc1ccc(CN2CCC(=O)N([C@H](CO)c3ccccc3)CC2)cc1	-1	0	8	0.93	1	13	4	0.92	7
Cc1c(C(=O)OCC(=O)Nc2ccc(C(=O)N(C)C)cc2)oc2ccccc12	-2	-8	-4	1.3	4	17	-3	1	-30
COCCCNC(=O)C1CCCN(S(=O)(=O)c2cccc3nsnc23)C1 (configuration not stated)	2	-4	0	0.92	3	-6	-6	1	8
CC(N=Cc1ccccc1O)c1ccccc1 (configuration not stated)	2	-4	-7	1.1	-3	-3	-2	1.1	-9
O=C(CC1NC(=O)NC1=O)NC1(C(=O)NC2CCCCC2)CCCCC1 (configuration not stated)	-3	-6	0	1.1	-1	1	-2	1	-7
COc1ccccc1C(=O)COC(=O)CCNS(=O)(=O)c1ccc(C)c(C)c1	1	-5	4	0.94	-1	16	8	0.96	6
Fc1ccccc1-c1csc(=Nc2cccnc2)n1CCCn1ccnc1	3	-5	-9	1	-16	-5	-7	1.1	0
Cc1cccc(C(=O)Nc2ccc(C(=O)/C=C/c3cccs3)cc2)c1	0	-1	13	1.1	1	4	-4	0.87	-8
Fc1ccccc1-c1nc(-c2ccncc2)no1	-6	-5	2	0.78	2	11	-1	0.98	22
C[C@@H]1CN([C@H](C)CO)C(=O)c2cc(NC(=O)Nc3ccc(C(F)(F)F)cc3)ccc2O[C@H]1CN(C)Cc1ccc(Cl)c(Cl)c1	1	-4	-50	0.9	0	7	-5	1.5	10
Cc1noc(/C=C/c2ccco2)c1S(=O)(=O)N1CCC(C(=O)N(C)Cc2ccccc2)CC1	2	-11	6	0.98	6	2	-4	0.94	2
Cc1cc2c(c(=O)n1CC1CCCO1)C(c1ccc3c(c1)OCO3)C(C#N)=C(N)O2 (configuration not stated)	-1	-5	7	0.76	-2	19	-2	0.93	24
Clc1ccc(OCCCn2cncn2)cc1Cl	-3	-9	-3	1.1	1	33	0	1	-14
CN(c1ccccc1C(=O)Nc1ccc(CC#N)cc1)S(=O)(=O)c1ccccc1	-4	1	4	1.2	3	2	-2	0.96	-16
CC1CCN(S(=O)(=O)c2ccc(C(=O)NCc3ccc4c(c3)OCO4)cc2)CC1	-1	-1	-4	1	0	15	-1	1	-2
COC(=O)c1ccc(C)c(NC(=O)CCn2[nH]c(=O)ccc2=O)c1	0	2	-8	1.2	2	2	-1	1.1	-21
COc1ccc(CN2CCN(Cc3cccc(OC)c3)C(CCO)C2)cc1 (configuration not stated)	3	4	-9	1.1	0	-1	-3	1.1	-6
Cc1ccc2[nH]c(=O)c(CN(CCCN3CCOCC3)Cc3nnnn3C3CCCC3)cc2c1	-1	-5	12	0.9	-21	12	1	0.88	10
CC(=O)N1CCN(S(=O)(=O)c2cccc(C(=O)OCC(=O)N3CC(=O)Nc4ccccc43)c2)CC1	-3	-7	-12	0.98	1	1	-2	1.1	2
COCCCNC(=S)N1CCCC(c2nc3cc(C)c(C)cc3[nH]2)C1 (configuration not stated)	-8	-7	-20	0.98	0	7	-4	1.2	2
CCn1c(=O)n(CC)c2cc(NC(=O)CSc3ccc([N+](=O)[O-])cn3)ccc21	26	-3	0	0.95	0	0	-3	1	5
CC(C)c1ccc(CCNC(=O)c2ccc([N+](=O)[O-])cc2)cc1	5	0	-1	1.2	0	24	-4	1	-16
Cc1cccc(/C=N/Nc2cc(N3CCOCC3)nc(N3CCOCC3)n2)c1	1	4	-6	1	-4	30	-2	1.1	-3
O=C(Cn1nc(C(=O)O)c2ccccc2c1=O)NCC1CCCO1 (configuration not stated)	-13	-1	4	0.92	2	7	4	0.96	8
CC(=O)c1ccc(OCCCCOc2ccc(C(C)=O)cc2)cc1	-3	-5	-10	1.2	-2	17	-2	1.1	-16
COc1ccc(CN2C(=O)CS(=O)CC2=O)cc1OC	-3	-4	2	0.86	0	3	1	0.98	14
COc1ccc(C2=NS(=O)(=O)N(C)C(C(=O)NC(C)c3ccccc3)=C2)cc1 (configuration not stated)	-2	-5	10	0.98	0	-2	0	0.9	2
Clc1ccc(/C=N/c2c(-c3ccco3)nc3ccccn23)cc1	-1	-3	8	0.88	-24	32	-1	0.92	12
CCNC(=S)NNC(=O)c1csc2ccccc12	-2	-1	4	1.8	1	-1	-4	0.96	-83
CNC(=S)N(Cc1cccs1)Cc1cc2cc(OC)c(OC)cc2[nH]c1=O	4	3	6	1	-1	5	2	0.94	-2
COc1ccc(NS(=O)(=O)c2ccc(C)c(C(=O)OC(C)C(=O)N3CCOCC3)c2)cc1 (configuration not stated)	-2	-6	3	1.1	-2	14	-1	0.97	-12
CN(C1CCS(=O)(=O)C1)S(=O)(=O)c1cccs1 (configuration not stated)	0	-1	7	0.99	3	8	2	0.93	0
CN(CC(=O)Nc1ccc(F)cc1)C(=O)c1cc(-c2cccs2)nn1-c1ccccc1	1	-6	-20	1.1	3	18	-5	1.2	-8
Cc1cccc(NC(=O)c2nc[nH]c2C(=O)NCCN(CCNC(=O)c2[nH]cnc2C(=O)Nc2cccc(C)c2)CCNC(=O)c2[nH]cnc2C(=O)Nc2cccc(C)c2)c1	0	-3	-9	1.7	2	-6	-5	1.1	-67
Cc1c(C(=O)O)nnn1-c1nonc1N	-3	-4	-9	0.85	-2	-8	-2	1.1	15
COc1nn(C(C)C(=O)N2N=C(C(F)F)CC2(O)C(F)F)cc1[N+](=O)[O-] (configuration not stated)	1	2	9	0.82	3	6	-2	0.91	18
Cn1c2ccccc2c2cnn(CC(=O)Nc3ccc(Cl)cc3)c(=O)c21	7	2	-4	1.1	-4	0	-3	1	-5
NS(=O)(=O)c1ccc(CCNC(=O)COC(=O)CN2C(=O)C3CCCCC3C2=O)cc1 (configuration not stated)	1	-6	8	0.85	-1	5	-4	0.92	15
CCCCOC(=O)Nc1nnc(CCOCC)s1	-2	-3	10	0.95	3	0	2	0.9	5
COc1ccc(-c2noc(CNC(=O)CCN3C(=O)[C@H]4CC=CC[C@H]4C3=O)n2)cc1	-6	-8	3	1.1	-9	12	-2	0.97	-11
O=C(c1cccnc1)N1CCN(Cc2cccc(Br)c2)CC1	-6	-4	2	1.1	1	2	-1	0.98	-7
CCCCCCCCCc1nc2sc3c(c2c(=O)n1NC(=O)c1ccccc1[N+](=O)[O-])CC(C)(C)OC3	-3	-6	18	1.2	2	9	-6	0.81	-18
Cc1ccccc1C(=O)N/N=C/c1ccsc1C	0	0	3	1.1	1	17	0	0.97	-8
COCCNc1nc2ccccc2n2cnnc12	-1	-3	-1	1	-6	16	-2	1	-4
O=[N+]([O-])c1cccc(-c2ccc(SCc3cccnc3)nn2)c1	-5	-9	-6	1.1	1	-42	-2	1.1	-5
COc1ccc(-n2nc3c(c2NC(=O)c2c(-c4ccccc4Cl)noc2C)CS(=O)(=O)C3)cc1	-2	-3	-4	1.1	2	3	-2	1	-10
Cc1c(C=O)c2ccccn2c1C(=O)c1ccccc1Cl	-3	-7	3	0.92	2	21	2	0.97	8

(continued)
Structure	APOBEC3A inh	APOBEC3G inh	mIAP inh	hIAP act	SENP1 inh	NALP3 yeast inh	beta cell repl	mIAP activ	hIAP block
O=C(C/C=N\OCc1ccc([N+](=O)[O-])cc1)Nc1ccc(Cl)cc1	3	4	-6	0.89	1	27	-3	1.1	11
Cc1cc(Br)ccc1NC(=O)CNC(=O)c1cnn(C)c1	7	0	12	0.94	1	15	-1	0.88	6
CC1=C(C(N)=O)C(c2cccs2)NC(=O)N1 (configuration not stated)	1	-6	5	0.93	0	12	-2	0.95	7
Cc1nc(-c2ccc(-c3ccon3)s2)no1	1	-2	-6	1	-1	16	-2	1.1	-2
C=CCOC(=O)C1=C(C)NC(SCC(N)=O)=C(C#N)C1c1ccc(C)cc1 (configuration not stated)	2	0	7	0.94	-4	17	2	0.93	6
CCSc1nc(C)c(C(C)=O)cc1C#N	-3	-9	8	1.1	0	0	2	0.92	-11
CC(=O)N1CCN(C(=O)c2cc(S(=O)(=O)Nc3ccc(S(C)(=O)=O)cc3)ccc2Cl)CC1	0	-4	0	0.98	4	11	6	1	2
COc1ccc(/C(N)=N/OC(=O)c2ccc(C)c([N+](=O)[O-])c2)cc1OC	-3	-9	8	1.1	1	12	-3	0.92	-13
Cc1onc(-c2ccccc2Cl)c1C(=O)N1CCN(c2ncccn2)CC1	-1	-7	8	1	3	17	1	0.92	-3
O=C(Oc1cccc(NC(=O)c2ccco2)c1)c1ccc(Br)c(S(=O)(=O)N2CCCCC2)c1	-1	-3	10	0.93	2	-9	0	0.9	7
Cc1ccc(-c2csc(C3C(N)=NC(S)=C(C#N)C34CCCCC4)n2)cc1 (configuration not stated)	-2	-6	12	1.1	-8	13	-5	0.88	-15
COc1cccc(NC(=S)N2CCc3cc(OC)c(OC)cc3C2COc2ccc3c(C)cc(=O)oc3c2)c1 (configuration not stated)	-3	-5	7	0.92	-1	4	2	0.93	8
CCOC(=O)c1ccc(NC(=O)Nc2ccc(S(N)(=O)=O)cc2)cc1	-1	-6	-43	1.4	-1	-8	-3	1.4	-41
